Source: PubChem (several laboratories)
K1F lysis inhibition: protection from phage-mediated lysis, alamar blue read-out – E. coli UTI89, K1F phage, bacterial capsule biogenesis inhibitors (AID 488966) | E. coli UTI89 K1F phage lysis, alamar blue, 2 h; higher % means a stronger effect | inhibition, % at 100 µM; hits with a dose series show IC50 in µM | hit rate 0.02% among 340,000;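 active = phage lysis inhibition, versus mean bacterial control, above a set limit; inconclusive = no clear call, values can overlap the other calls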;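 also: capsule biogenesis inhibitors block K1F phage lysis so surviving cells raise fluorescence; higher fluorescence means more inhibition of phage lysis; actives were called in the ten point dose series up to 300 µM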
NTR1 agonist: agonists of NTR1, primary screen, imaging, U2OS cells, beta-arrestin-GFP, high content (AID 493036). P30989. hit rate 0.17% among 330,000. activation, % at 20 µM. NTR1-U2OS beta-arrestin-GFP spot imaging, agonist mode;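 active = activation at or above 40% of the spot to cytoplasm intensity ratio, with at least 20 cells analyzed; inconclusive = wells under 20 cells, flagged as cytotoxic or low count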;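 also: 0% = DMSO without peptide and 100% = 100 nM NTR1 peptide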
Target sequence (P30989 whole entry, looked up): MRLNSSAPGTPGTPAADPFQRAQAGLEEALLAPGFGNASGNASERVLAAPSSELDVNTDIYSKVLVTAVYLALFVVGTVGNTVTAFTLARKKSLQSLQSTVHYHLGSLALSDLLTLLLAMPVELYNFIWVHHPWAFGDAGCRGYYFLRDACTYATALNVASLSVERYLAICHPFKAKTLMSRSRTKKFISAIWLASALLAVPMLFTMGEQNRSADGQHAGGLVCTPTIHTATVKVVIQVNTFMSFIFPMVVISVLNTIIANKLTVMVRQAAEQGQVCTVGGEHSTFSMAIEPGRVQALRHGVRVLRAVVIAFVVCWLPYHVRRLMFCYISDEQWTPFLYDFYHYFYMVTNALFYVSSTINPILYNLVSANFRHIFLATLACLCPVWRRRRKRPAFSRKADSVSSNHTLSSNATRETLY
AID2073: inhibitors of Mint1-CaV2.2 protein interaction, biochemical, HTRF (AID 2073); inhibition, % at 20 µM; hits with a dose series show IC50 in µM; hit rate 0.19% among 290,000; HTRF protein-protein interaction, Mint1-CaV2.2; higher % means a stronger effect; in the data active = inhibition mostly above about 51%, no sharp cut-off; inconclusive = no clear call, values can overlap the other calls; inactive = mostly below about 53%; also: some results filed as inactive read as strong as hits
Autophagy HCS: modulators of autophagy. AID 463193. hit rate 0.98% among 190,000. MEF GFP-LC3 puncta imaging; test concentration mostly 10 µM. calls only at 10 µM (by protocol);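 active = percentage of spot-positive cells more than 3 SD above its plate mean, without a fluorescence outlier flag or 80% toxicity; inconclusive = no clear call, values can overlap the other calls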;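 also: spot-positive cell cutoff set from DMSO-treated cells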
WT yeast gro inh: growth inhibition of WT yeast, mitochondrial fusion screen; mitochondrial fusion phenotypic screen, WT strain; inhibition, % at 10 µM; hit rate 2.1% among 190,000; in the data active = inhibition above about 58%; tested in S. cerevisiae
NS5 inhibitors: Dengue-2 NS5 methyltransferase inhibitors, primary screen, biochemical, confirmation dose response (AID 588689) | hit rate 0.3% among 340,000 | inhibition, % at 25 µM; hits with a dose series show IC50 in µM | Dengue-2 NS5 methyltransferase capping enzyme assay, biochemical; higher % means a stronger effect; in the data active = a potency from the dose series; inconclusive = inhibition above about 29% without an active follow-up result
RSV CPE inhibition: RSV antiviral activity via CPE protection, HEp-2 cells, primary 10 µM value included (AID 2391) | hit rate 0.13% among 310,000 | CPE inhibition, % at 10 µM; hits with a dose series show IC50 in µM | HEp-2 cells, RSV-induced CPE inhibition; higher % means a stronger effect; in the data active = a potency from the dose series; inconclusive = CPE inhibition mostly from about 23% at the one dose, without a potency; inactive = the rest, 99 in 100 with CPE inhibition below about 21%; also: strong numbers were not always called active
GPR35 arrestin U2OS: inhibition of zaprinast-stimulated GPR35 beta-arrestin translocation – imaging, U2OS, beta-arrestin-GFP, zaprinast agonist, primary screen (AID 2058) | U2OS GPR35 beta-arrestin-GFP translocation imaging, zaprinast antagonism; higher % means a stronger effect | one-dose inhibition, % at 10 µM; IC50 in µM for titrated hits | hit rate 0.052% among 290,000;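 active = inhibition of at least 50% with at least 30 cells and total cytoplasm GFP at most 10,000,000; inconclusive = under 30 cells or total GFP of 10,000,000 plus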
LYP inhibition: inhibitors of LYP phosphatase, biochemical, fluorescence intensity, uHTS (AID 1779). recombinant LYP phosphatase, fluorescence intensity; higher % means a stronger effect. hit rate 0.054% among 290,000. one-dose inhibition, % at 11.5 µM; IC50 in µM for titrated hits; in the data active = inhibition above about 50%;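 also: plate controls were vehicle with enzyme for no effect and no enzyme for full effect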
WT yeast gro inh mutant strain: further read-out of WT yeast gro inh, marked with its call; inhibition, %; mitochondrial fusion phenotypic screen, mutant strain inhibition
Autophagy HCS cell loss 18 h: recorded beside Autophagy HCS, whose call it bears; toxicity, %; measured here: cell loss, nuclei count;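 cell loss after 18 h compound exposure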
NTR1 agonist cell count 20 µM: also measured in NTR1 agonist; calls as there; cell count; measured here: cell count, cytotoxicity flag
NS5 inhibitors pilot replicate: further read-out of NS5 inhibitors, marked with its call; inhibition, %; measured here: pilot screen replicate inhibition
The depositor's hits bear a star; i = inactive; ? = inconclusive; · = no result given; [ ] = dose if it differs, or a comment.

SMILES	K1F lysis inhibition	NTR1 agonist	NTR1 agonist cell count 20 µM	AID2073	Autophagy HCS	Autophagy HCS cell loss 18 h	WT yeast gro inh	WT yeast gro inh mutant strain	NS5 inhibitors	RSV CPE inhibition	GPR35 arrestin U2OS	LYP inhibition	others
Cc1ccc(O)c(C(=O)c2cnc3c(c2)c(C)nn3C)c1	0.3%	0.7	46	8%	·	·	·	·	-9%	7.5%	12%	-5%
CC(=O)c1c(C)n(-c2ccc(N(C)C)cc2)c2ccc(OCC(N)=O)cc12	-2.3%	2.3	93	5%	i	4	-19	-17	-2%	7.7%	8%	-12%
Cc1cccc(OCC(=O)NNC(=O)Cn2c(=O)cnc3ccccc32)c1	1.0%[50 µM]	-0.2	69	·	·	·	·	·	5%	1.4%	·	·
Cc1ccc(C(=O)OCC(=O)c2ccc[nH]2)s1	1.0%	3.7	47	17%	i	-13	6	-29	-5%	1.1%	3%	4%
CCOC(=O)N1CCN(CC(=O)N2c3ccccc3CCc3ccccc32)CC1	-1.9%[50 µM]	2.5	51	-8%	i	39	-15	-5	3%	-0.6%	-9%	-10%
COC(=O)c1ccc(NC(=O)C2C3C=CC(O3)C2C(=O)O)cc1 (centres undefined)	0.4%	0.8	41	-1%	i	-7	1	-8	1%	2.1%	-3%	2%
Cc1ccc(S(=O)(=O)NCCC(=O)NC2CCCCC2C)cc1 (centres undefined)	0.1%[50 µM]	0.2	50	·	·	·	·	·	1%	-0.3%	·	·
O=C(CNC1CCCCC1)NN=C(c1ccccc1)c1ccccc1	-0.1%	-1.4	32	-24%	i	3	3	-9	-2%	0.2%	-5%	-6%
Cc1ccccc1/C=N/NC(=O)Cc1ccc(Cl)cc1	0.3%	1.7	46	?	i	22	3	7	·	2.1%	-6%	-3%
COc1ccc(C(=O)c2c[nH]c(C(=O)NCc3cccnc3)c2)cc1	-0.1%	0.6	67	14%	i	19	-10	0	-5%	2.5%	2%	1%

Grouped by structure: the entries above with an NH in an aromatic ring
SMILES	K1F lysis inhibition	NTR1 agonist	NTR1 agonist cell count 20 µM	AID2073	Autophagy HCS	Autophagy HCS cell loss 18 h	WT yeast gro inh	WT yeast gro inh mutant strain	NS5 inhibitors	RSV CPE inhibition	GPR35 arrestin U2OS	LYP inhibition	others
Cc1ccc(C(=O)OCC(=O)c2ccc[nH]2)s1	1.0%	3.7	47	17%	i	-13	6	-29	-5%	1.1%	3%	4%
COc1ccc(C(=O)c2c[nH]c(C(=O)NCc3cccnc3)c2)cc1	-0.1%	0.6	67	14%	i	19	-10	0	-5%	2.5%	2%	1%

Other compounds
SMILES	K1F lysis inhibition	NTR1 agonist	NTR1 agonist cell count 20 µM	AID2073	Autophagy HCS	Autophagy HCS cell loss 18 h	WT yeast gro inh	WT yeast gro inh mutant strain	NS5 inhibitors	RSV CPE inhibition	GPR35 arrestin U2OS	LYP inhibition	others
COc1cccc(/C=C2/SC(=S)N(CCCC(=O)Nc3ccc(O)cc3)C2=O)c1	-0.2%	8.5	55	3%	·	·	·	·	-5%	1.8%	24%	-3%
Cc1ncc(CO)c2cc(-c3nnc(Nc4ccc5c(c4)OCO5)s3)c(=O)oc12	0.4%[50 µM]	0.8	54	31%	·	·	·	·	-1%	0.7%	6%	0%
O=C(NC12CC3CC(CC(C3)C1)C2)c1cccc([N+](=O)[O-])c1	0.3%	-0.5	52	6%	·	·	·	·	1%	0.1%	-1%	-6%
Cc1ccc(NC(=O)C2CCCN(C(=O)c3ccc(Cl)cc3)C2)cc1S(=O)(=O)N1CCOCC1 (centres undefined)	0.1%	4.7	55	4%	i	8	0	9	-5%	9.0%	6%	-4%
CC(=O)Oc1ccc(C(=O)Cc2ccc3ccccc3n2)c(O)c1C	0.1%	3.7	84	25%	i	24	7	4	·	4.4%	19%	-6%
COc1ccc(NC2CCCN(C(=O)CCN3Cc4ccccc4C3=O)C2)cc1 (centres undefined)	-0.1%	-0.9	65	-7%	·	·	·	·	2%	1.1%	2%	-12%
COc1cc2c(cc1OC)C(=O)N(C)CC2	5.0%	0.8	107	-9%	i	-18	0	8	1%	0.6%	-7%	-4%
O=C(COc1ccc(Cl)cc1)OCC(=O)N1CCCCCC1	0.4%	0.1	51	-4%	i	-3	-4	3	-4%	0.2%	2%	-9%
O=C(CN1CCCCCC1)Nc1ccccc1[N+](=O)[O-]	0.0%	0.1	53	-5%	·	·	·	·	-1%	-0.1%	-10%	-2%
CC(Oc1cc2oc(=O)c3c(c2cc1Cl)CCC3)C(=O)NC1CC(C)(C)NC(C)(C)C1 (centres undefined)	-0.1%	-1.0	49	-7%	·	·	·	·	-15%	0.0%	-5%	-7%
Cc1nnc(SCCN2CCOCC2)c2nn(-c3ccccc3F)c(C)c12	0.4%	·	·	-13%	i	-7	-6	-11	-3%	·	-1%	-1%
CC(C)CNC(=O)N1c2ccccc2Sc2ccccc21	-1.0%	-0.1	42	-4%	·	·	·	·	0%	0.4%	2%	-2%
COc1ccc(N2C(=O)c3ccccc3NC23CCCC3)cc1	1.1%	0.1	43	13%	i	21	-9	20	-2%	-0.3%	5%	1%
O=C(CCc1ccccc1)Nc1ccc(NS(=O)(=O)c2ccccc2)cc1	0.1%	0.0	57	3%	·	·	·	·	-3%	0.5%	-4%	0%
NC1=NC(=O)/C(=C\c2ccsc2)S1	0.7%	0.6	42	-6%	i	2	-12	7	-18%	0.6%	5%	-5%
COc1cccc(OC)c1C(=O)OCC(=O)N(C)c1ccccc1	0.1%	-1.7	54	10%	·	·	·	·	-9%	2.3%	13%	2%
CN(C(=O)c1ccc(NC(=O)Cc2cccc(NC(=O)C3CCN(C(=O)c4ccccc4)CC3)c2)cc1)C1CCCC1	0.1%	-0.8	51	·	·	·	·	·	-3%	2.6%	·	·
C/C(=C\c1cccc(Cl)c1Cl)C(=O)c1c(C)cc(C)[nH]c1=O	0.1%	0.0	54	3%	·	·	·	·	1%	2.6%	-4%	-12%	NS5 inhibitors pilot replicate=-2.4
Nc1nccnc1C(=O)OCC(=O)Nc1cccc(S(=O)(=O)N2CCCCC2)c1	3.4%	-0.4	55	11%	i	24	6	4	-4%	3.4%	11%	-4%
COCC1CCCN(C(=O)c2ccc(OC3CCN(Cc4ccccn4)CC3)cc2)C1 (centres undefined)	-0.2%	0.4	52	-10%	i	-2	-2	11	-10%	-0.8%	18%	-8%
Cc1cc(NC(=O)CN2CCN(C)CC2)no1	-0.3%	-0.3	38	2%	i	19	19	7	5%	-1.8%	6%	-6%
COc1ccccc1-c1nnc(Sc2nc([N+](=O)[O-])nn2C)o1	0.4%	3.3	73	-13%	i	10	-16	6	-1%	-3.2%	3%	1%
COc1cc(OC)cc(C(=O)N2CCN(S(=O)(=O)c3ccc(Cl)s3)CC2)c1	-0.9%	1.3	61	·	·	·	·	·	-2%	0.4%	·	·
CN1C(=O)[C@@H]2[C@H](C1=O)[C@@H]1C(=O)Nc3ccccc3C(=O)N1[C@@H]2c1ccc(Br)cc1	0.8%	-2.4	82	·	·	·	·	·	-2%	1.1%	·	·
CCn1c(SCC(=O)NC2CCCc3ccccc32)nnc1-c1ccncc1 (centres undefined)	1.6%[50 µM]	-0.3	63	2%	i	2	-15	7	-3%	-0.2%	-6%	6%
Cc1noc(NS(=O)(=O)c2ccc(N/C=C\C(=O)c3ccccc3)cc2)c1C	0.7%	0.0	32	6%	i	-26	0	5	-8%	0.1%	-5%	-2%
COc1ccc(CNC(=O)CN(Cc2ccccc2)C(=O)CCC(=O)Nc2ccccn2)cc1	0.0%	0.7	44	6%	·	·	·	·	-1%	0.8%	-14%	-8%
CCOC(=O)CSc1nnc(CNC(=O)c2cccs2)n1CCc1ccccc1	-1.0%	2.1	81	-1%	i	-15	2	8	6%	1.2%	-3%	3%
NC(=O)c1nsc(C(=O)N(CC(=O)NC2CCCC2)c2cccc(C(F)(F)F)c2)c1N	0.1%	-0.6	49	12%	·	·	·	·	-11%	0.2%	5%	-2%
COc1ccc(C2C(C(=O)c3ccc(C)o3)=C(O)C(=O)N2c2cc(C)on2)cc1OC (centres undefined)	2.2%	1.6	31	14%	i	-9	15	11	2%	0.5%	4%	-4%

Retrieved by structure from above (6):
SMILES	K1F lysis inhibition	NTR1 agonist	NTR1 agonist cell count 20 µM	AID2073	Autophagy HCS	Autophagy HCS cell loss 18 h	WT yeast gro inh	WT yeast gro inh mutant strain	NS5 inhibitors	RSV CPE inhibition	GPR35 arrestin U2OS	LYP inhibition	others
CCOC(=O)CSc1nnc(CNC(=O)c2cccs2)n1CCc1ccccc1	-1.0%	2.1	81	-1%	i	-15	2	8	6%	1.2%	-3%	3%
NC(=O)c1nsc(C(=O)N(CC(=O)NC2CCCC2)c2cccc(C(F)(F)F)c2)c1N	0.1%	-0.6	49	12%	·	·	·	·	-11%	0.2%	5%	-2%
COc1ccc(C2C(C(=O)c3ccc(C)o3)=C(O)C(=O)N2c2cc(C)on2)cc1OC (centres undefined)	2.2%	1.6	31	14%	i	-9	15	11	2%	0.5%	4%	-4%
Cc1cc(NC(=O)CN2CCN(C)CC2)no1	-0.3%	-0.3	38	2%	i	19	19	7	5%	-1.8%	6%	-6%
COc1ccccc1-c1nnc(Sc2nc([N+](=O)[O-])nn2C)o1	0.4%	3.3	73	-13%	i	10	-16	6	-1%	-3.2%	3%	1%
Cc1noc(NS(=O)(=O)c2ccc(N/C=C\C(=O)c3ccccc3)cc2)c1C	0.7%	0.0	32	6%	i	-26	0	5	-8%	0.1%	-5%	-2%

More results.
SMILES	K1F lysis inhibition	NTR1 agonist	NTR1 agonist cell count 20 µM	AID2073	Autophagy HCS	Autophagy HCS cell loss 18 h	WT yeast gro inh	WT yeast gro inh mutant strain	NS5 inhibitors	RSV CPE inhibition	GPR35 arrestin U2OS	LYP inhibition	others
Clc1ccc(CNc2cnccn2)cc1Cl	-0.1%	-0.8	81	23%	·	·	·	·	-3%	18%	-7%	-11%
N#Cc1ccccc1OCc1cccc(S(=O)(=O)N2CCOCC2)c1	0.4%[50 µM]	-2.0	62	·	·	·	·	·	0%	0.1%	·	·
Cc1ccc2c(c1)cc1c(=O)n(CC(=O)NCCN3CCCC3)nc(C)n12	0.0%	1.3	65	5%	·	·	·	·	-10%	-3.3%	4%	-11%
COc1ccccc1NC(=O)COc1ccc(C(=O)OCC(=O)N(C(C)C)C(C)C)cc1OC	0.2%	3.7	76	-8%	i	-23	-9	-10	-6%	6.9%	13%	-1%
